Screening data: PubChem, Sanford-Burnham Center for Chemical Genomics
EphA4 KYL inhibition: inhibitors of EphA4 binding to KYL peptide, primary screen, biochemical, colorimetric, mouse EphA4 (AID 689). 62,000 tested, 0.1% active. inhibition, % at 10 µM, or IC50 in µM where a hit was titrated. EphA4-AP binding to KYL peptide, pNPP A405; higher % means a stronger effect; in the data active = a potency from the dose series; inactive = the rest, 99 in 100 with inhibition below about 22%
An asterisk follows results filed as active; & = joins results of further samples.

| mol | EphA4 KYL inhibition |
| --- | --- |
| CC(=O)Nc1ccc(S(=O)(=O)N2CCC(N(C)CCC(C)C)CC2)cc1 | -8% |
| CC(C)NC(=O)CCCn1c(=S)[nH]c2cc3c(cc2c1=O)OCO3 | -4% |
| O=c1cc(N2CCCCC2)c(-c2ccccc2)nn1Cc1ccc(Cl)cc1 | -4% |
| CC(NC(=O)CSc1nnc(COc2ccccc2)o1)c1ccccc1 (centres undefined) | -2% |
| COC(=O)c1cc(NC(=O)c2cccc(C(F)(F)F)c2)c(=O)oc1C/C=N/OCc1cccc(Cl)c1Cl | 6% |
| COc1ccc(/C=C/c2ccncc2)cc1 | -8% |
| CCOc1ccccc1NC(=O)N1CCC(c2nc3ccc(C)cc3[nH]2)CC1 | -11% |
| CCn1c(=O)cc(OCC(=O)NCc2cccnc2)c2ccccc21 | -2% |
| Fc1ccc(Oc2nc(-c3ccccc3)nnc2C(F)(F)F)cc1 | 5% |
| CN1C(=O)/C(=C2\SC(=Nc3ccc(F)cc3)NC2=O)c2ccccc21 | -2% |
| Cc1ccc(C)c(S(=O)(=O)Nc2ccc(C)c(C)c2)c1 | -2% |
| COc1cc(-c2cc(C(=O)O)c3c(OC)c(OC)c(OC)cc3n2)ccc1O | 2% |
| Cc1ccc(C(=O)O)cc1NC(=S)NC(=O)C(c1ccccc1)c1ccccc1 | 16% |
| Cc1cccc(OCC(=O)Nc2ccc3c(c2)nc(CCN2CCN(C)CC2)n3C)c1 | -9% |
| CCN(CC(O)Cn1c2ccccc2c2ccccc21)S(=O)(=O)c1ccc(F)cc1 (centres undefined) | -8% |
| Cc1c(NC(=O)c2cc3ccccc3o2)c(=O)n(-c2ccccc2)n1C | -1% |
| COc1ccc(Cl)cc1NC(=O)c1nc2nc(C)cc(C(F)F)n2n1 | -1% |
| N#CC1=C(N)C(C#N)(C#N)C(c2cccnc2)C2CCCC=C12 (centres undefined) | -10% |
| c1ccc(OCc2nn3c(C4CCCCC4)nnc3s2)cc1 | -14% |
| O=C(Nc1ccc(S(=O)(=O)Nc2ncccn2)cc1)c1cccnc1 | 9% |
| O=C(CCNS(=O)(=O)c1cccs1)N1CCc2ccccc2C1 | -10% |
| CC1CN(c2ncnc3c2oc2ccccc23)CC(C)O1 (centres undefined) | -3% |
| CCOC(=O)c1cnc2c(cnn2C)c1NCCCN(C)C | -7% |
| CCOC(=O)CC(=O)CSc1nc(-c2ccccc2)cc(-c2ccc(Cl)cc2)c1C#N | -9% |
| CC(=O)c1cccc(NC(=O)NC2CCCCC2)c1 | -1% |
| Cc1ccc(-n2c(SCc3ccc(C#N)cc3)nnc2-c2ccccn2)cc1 | -20% |
| CN(C)CCCOC(=O)c1ccccc1Cl | -14% |
| COc1ccc(C2Nc3ccccc3C(=O)N2c2ccc(C)cc2)cc1Cn1cc([N+](=O)[O-])cn1 (centres undefined) | 11%&-5% |
| O=C(C1CCC1)N1CCc2cc(S(=O)(=O)Nc3ccc4c(c3)OCCO4)ccc21 | -5% |
| Cc1ccc(S(=O)(=O)N2CCC(C(=O)Nc3nnc(C4CCCC4)s3)CC2)cc1 | 10% |
| Cn1c(=O)oc2cc(S(=O)(=O)N3CCC(C(=O)NCC4COc5ccccc5O4)CC3)ccc21 (centres undefined) | -3% |
| Cc1ccc2nc(NCCCNC(=O)c3cnccn3)c(C#N)cc2c1 | -8% |
| CCN(CC)CCNC(=O)c1ccc(Cl)c(S(=O)(=O)Nc2ccccc2OC)c1 | -4% |
| CCOC(=O)Cn1cnc2c(nnn2Cc2ccc(Cl)cc2)c1=O | -9% |
| Cc1nc(Nc2nc3ccccc3o2)nc2c1CCC2 | -6% |
| CCOC(=O)c1ccc(NC(=O)Cn2nnc(-c3ccc(C)cc3)n2)cc1 | -7% |
| Cc1oc(-c2ccc(Cl)cc2)nc1CN1CCCC(C(=O)NCCCN2CCOCC2)C1 (centres undefined) | -6% |
| CCOc1cc(OCC)cc(C(=O)Nc2ccc(Cl)cc2)c1 | -4% |
| Cc1ccc2c(c1)/C(=N/OC(=O)c1ccc(F)cc1)CCS2 | 4% |
| COc1ccc(C(=O)CSc2n[nH]c(-c3ccco3)n2)cc1 | 0% |

Molecules above that contain a furan ring, fused or not (three):
| mol | EphA4 KYL inhibition |
| --- | --- |
| Cc1c(NC(=O)c2cc3ccccc3o2)c(=O)n(-c2ccccc2)n1C | -1% |
| CC1CN(c2ncnc3c2oc2ccccc23)CC(C)O1 (centres undefined) | -3% |
| COc1ccc(C(=O)CSc2n[nH]c(-c3ccco3)n2)cc1 | 0% |

Remaining list, next part.
| mol | EphA4 KYL inhibition |
| --- | --- |
| COC(=O)c1ccccc1N=C(SC)N(C)C | -25% |
| Cc1ccc(C(=O)Nc2cc(=O)n(C)c(=O)n2C)cc1C | -25% |
| Cn1c(C(=O)N2CCN(Cc3ccc4c(c3)OCO4)CC2)cc2c(=O)n(C)c3ccccc3c21 | -4% |
| Cc1ccc(N2C(=O)N(CC(=O)N3CCCc4ccccc43)C(=O)C2C)cc1 (centres undefined) | 2% |
| CN(C)c1ccnc(NCc2ccccc2)c1C#N | 8% |
| O=[N+]([O-])c1ccc(Cl)c(/C=N/NC(=S)Nc2ccccc2)c1 | -4% |
| Cn1c(=O)n(C/C=C/c2ccccc2)c(=O)c2c1nc1n2CCCN1Cc1ccccc1 | -2% |
| COc1cc(/C=N/NC(=O)c2cccnc2)ccc1OC(=O)c1ccco1 | -1% |
| O=c1c2c3c(sc2ncn1/N=C/c1ccc(Br)o1)CCCC3 | 2% |
| Cc1cccc(N2CCN(Cc3cc(=O)n4ccsc4n3)CC2)c1C | -16% |

Compounds listed so far that contain a CF3 group (2):
| mol | EphA4 KYL inhibition |
| --- | --- |
| COC(=O)c1cc(NC(=O)c2cccc(C(F)(F)F)c2)c(=O)oc1C/C=N/OCc1cccc(Cl)c1Cl | 6% |
| Fc1ccc(Oc2nc(-c3ccccc3)nnc2C(F)(F)F)cc1 | 5% |

The list continues:
| mol | EphA4 KYL inhibition |
| --- | --- |
| COc1ccc(-c2cc(C(F)(F)F)n3nc(C(=O)NCCCn4ccnc4)cc3n2)cc1 | -2% |
| O=C(NC(=S)Nc1ccc(N2CCOCC2)c(Cl)c1)C(c1ccccc1)c1ccccc1 | 12% |
| CCCC1S/C(=N/N=C/c2ccc(OC)cc2)N(Cc2ccc(OC)cc2)C1=O (centres undefined) | -23% |
| CCOc1ccccc1Nc1nnc(Cc2ccccc2Cl)c(=O)[nH]1 | -3% |
| CCC(=O)Nc1ccc(C(=O)CSc2nnc(-c3ccc(O)cc3)n2CC2CCCO2)cc1OC (centres undefined) | -18% |
| O=C1CCCC2=C1C(c1ccccc1)C1=C(CCCC1=O)O2 | -9% |
| Cc1cccc(N2C(=O)c3ccc(C(=O)Nc4cccc(O)c4)cc3C2=O)c1C | -8% |
| CCN1CCN(Cc2cc(=O)oc3cc4c(cc23)CCC4)CC1 | -10% |
| CCN1CCN(c2cc(C)c3cc(NC(=O)c4cncc(Br)c4)ccc3n2)CC1 | -6% |
| COc1ccc(NC(=O)C(=O)NCc2ccncc2)cc1Cl | -3% |
| COc1ccc(S(=O)(=O)N[C@@H](Cc2ccc(Cl)cc2)C(=O)N2CC[C@@]3(O)CCCC[C@H]3C2)cc1 | -3% |
| CC(Cc1c[nH]c2ccccc12)NC(=O)C1CCCNC1=O (centres undefined) | 1% |
| O=C(NCCCN1CCOCC1)C(=O)Nc1ccc(I)cc1 | -2% |
| CCOC(=O)C1=C(c2ccccc2)NC(SCC(=O)Nc2cccc(C)c2)=C(C#N)C1c1ccco1 (centres undefined) | -5% |
| CCS(=O)(=O)N1CCN(C(=O)c2ccc(-c3ccccc3)cc2)CC1 | 7% |
| Cc1ccc(N2C(=O)[C@@H]3C(c4ccc(F)cc4)=NO[C@@H]3C2=O)cc1 | -3% |
| COc1cc(CNn2cnnc2)ccc1OCC(=O)NC1CCCCC1 | 2% |
| O=C(Nc1ccc2c(c1)OCO2)C(c1ccc(Cl)cc1)N1CCC2(CC1)OCCO2 (centres undefined) | -5% |
| Cc1ccc(C2C=C(c3ccc4c(c3)OCO4)Nc3ncnn32)cc1 (centres undefined) | -7% |
| O=C1NC2(CCCCC2)Cc2ccccc21 | -2% |
| O=C1CC(c2ccc3c(c2)OCO3)CN1 (centres undefined) | -14% |
| COc1ccc(-c2ccc(SCC(=O)N3CCCC3)nn2)cc1OC | -5% |
| COC(=O)Sc1nnc(-c2ccc(Br)cc2)o1 | 13µM* |
| CCOCCN1CCN(c2c3c(nc4cc(-c5ccc(F)cc5)nn24)CCC3)CC1 | 1% |
| CC(C)c1ccc(O)c(NC(=O)c2ncn[nH]2)c1 | -8% |
| COC(=O)CNC(=O)c1ccccc1C | -12% |
| CCOC(=O)c1c(NC(=O)C(OC(C)=O)c2ccccc2)sc2c1CCC2 (centres undefined) | -12% |
| N#Cc1sc2nc(-c3cccs3)cc(-c3ccc(Cl)cc3)c2c1N | 42% |
| CCn1c2ccccc2c2cc(NC(=O)COc3ccc(OC)cc3)ccc21 | -8% |
| CCOC(=O)c1sc(NC(=O)c2cccc(S(=O)(=O)N3CCN(C)CC3)c2)cc1C | -1% |
| CC(C)(C)/C(O)=C(/C#N)c1nc2ccccc2[nH]1 | -2% |
| Cn1c(SCC(=O)N2CCCCC2)nc2c([nH]c3ccccc32)c1=O | -4% |
| CCOc1ccc(-c2nc(-c3ccccc3)no2)cc1OCC | -3% |
| CC1CCN(c2ccc(C(=O)NCc3cccs3)cn2)CC1 | 15% |
| O=C(CN1CCN(Cc2ccc(Cl)cc2)C1=O)NCCCN1CCN(c2ccc(F)cc2)CC1 | -3% |
| Cc1nnsc1NC(=O)OCc1ccccc1Cl | -15% |
| CCOC(=O)c1c(N)nn(C(=O)C(C)C)c1-c1ccccc1 | 8% |
| CCC(C)NC(=O)c1ccc(NC(=O)C2CCCO2)cc1 (centres undefined) | -11% |
| COn1c2c(c3c4no[n+]([O-])c4ccc31)CCCC2 | 2% |
| COc1ccc(C(=O)O/N=C/c2c(C(F)(F)F)nn(C)c2SCc2ccccc2Cl)cc1 | 2% |
| Cc1cccc(NC(=O)c2ccc(-c3ccccc3)cc2)c1 | 1% |
| COc1ccccc1N1CCN(C(=O)CN(CCc2ccccc2)S(C)(=O)=O)CC1 | -3% |
| COC(=O)c1ccc(NC(=O)CSc2nnc(-c3ccncc3)n2C)cc1 | -28% |
| Cc1ccc(C)n1-c1ccc(N2CCOCC2)c(Br)c1 | 0% |
| O=c1c2cc(N3CCOCC3)ccc2[nH]c(=S)n1Cc1cccc(Cl)c1 | -16% |
| O=C(Nc1ccc(F)cc1)/C(=C\c1cccs1)NC(=O)c1ccccc1 | -6% |
| CCNS(=O)(=O)c1ccc(NC(=O)Cn2nc(C(F)(F)F)cc2C)cc1 | -8% |
| COc1ccc(N2C(=O)CSC23C(=O)Nc2ccccc23)cc1 (centres undefined) | -12% |
| C/C(=N\NC(=O)CC(C)C)c1ccc(Cl)c(Cl)c1 | 0% |
| CCCCOc1ccc(NC(=O)C2CC(=O)N(c3ccc(C)cc3)C2)cc1 (centres undefined) | 1% |

Carrying on:
| mol | EphA4 KYL inhibition |
| --- | --- |
| CCCSCCCNC(=O)CC1Oc2ccccc2NC1=O (centres undefined) | 5% |
| CC(/C=N/n1c(-c2cccnc2)n[nH]c1=S)=C\c1ccccc1 | 12% |
| N#CCSc1nc(Nc2ccc3c(c2)OCO3)c2ccccc2n1 | -8% |
| Cc1cc(-c2ccco2)n2c(nc3ccccc32)c1C#N | -10% |
| CC(=O)NC(O)C(=O)c1ccco1 (centres undefined) | -10% |
| CCn1c(SCC(=O)c2cc(OC)ccc2OC)nnc1C(C)C | 2% |
| Cc1ccc(/C=C/C(=O)Nc2ccccc2Br)o1 | -7% |
| COc1ccc(NC(=O)COC(=O)c2cnccn2)cc1Cl | -8% |
| CCOC(=O)C1=C(N)N(c2ccccc2Oc2ccccc2)C(=O)C1 | -5% |
| O=C(NCCc1ccncc1)C12CC3CC(CC(C3)C1)C2 | -8% |
| O=C(/C=C/c1ccccc1)Nc1ccccc1CO | 4% |
| COc1ccccc1NC(=O)N(CCCN1CCOCC1)Cc1cc2cc3c(cc2[nH]c1=O)OCO3 | -1% |
| CC(C)C1N=C2c3ccccc3N=C(SCc3cc(=O)n4cc(Cl)ccc4n3)N2C1=O (centres undefined) | -7% |
| CCOCC(=O)Nc1nnc(Cc2ccc(OC)c(OC)c2)s1 | 8% |
| COc1ccccc1N1CCN(Cc2ccsc2)CC1 | 1% |
| C=CCn1c(SCC(=O)N2CCCC2)nc2cc(C(=O)NCC3CCCO3)ccc2c1=O (centres undefined) | 0% |
| CCOC(=O)C1CCN(C(=O)CN(c2cc(OC)ccc2OC)S(=O)(=O)c2ccccc2)CC1 | -8% |
| CC(C)Oc1cc(NC(=O)CSCC(=O)Nc2cccc(C(F)(F)F)c2)c(Cl)cc1Cl | 4% |
| COc1ccc(/C=C(\NC(=O)c2ccc([N+](=O)[O-])cc2)C(=O)NCCCn2ccnc2)cc1 | 0% |
| COc1ccc(C2Oc3ccccc3N2C(C)=O)cc1 (centres undefined) | -6% |
| O=C(Nc1cccc(NC(=O)c2nccc3ccccc23)c1)c1ccco1 | -12% |
| O=C(c1cccc(Cl)c1)N(Cc1cccs1)C1CCS(=O)(=O)C1 (centres undefined) | -30% |
| Cc1cc2nc(SC(C)C(=O)O)[nH]c2cc1C (centres undefined) | -9% |
| CC(C)(C)OC(=O)N1CCC[C@@H]1C(=O)N1CCC(C(=O)O)CC1 | -3% |
| COc1ccc(Nc2nc3ccccc3nc2NS(=O)(=O)c2cccs2)cc1 | -6% |
| CC(=O)N1CCN(c2ccc(NC(=O)c3ccccc3Cl)cc2)CC1 | 5% |
| CCOC(=O)c1ccc(-c2ccc(C(=O)Nc3ccc(-c4nc5ccccc5o4)c(O)c3)o2)cc1 | -2% |
| Clc1ccc(NC2=NCCC2)cc1Cl | -3% |
| CCOc1ccc(-n2c(COc3ccccc3)nnc2SCC(N)=O)cc1 | -35% |
| COc1ccc(N2CCN(c3oc(COc4ccc(Cl)cc4Cl)nc3C#N)CC2)cc1 | -3% |
| CCOC(=O)CNC(=O)CSc1nc2ncc(Br)cc2[nH]1 | 1% |
| CCCC1CCC(c2ccc(C(N)=O)cc2)CC1 (centres undefined) | -19% |
| CCOC(=O)C/C(C)=N/NC(=O)c1cccs1 | 2% |
| O=C(CCCn1c(=O)[nH]c2cc(Cl)ccc2c1=O)NCCCN1CCCC1 | -8% |

A portion of the library (hit frequency here may not be typical).
